Assay outcomes (PubChem BioAssay)
IMPase cell inh: membrane-permeable compound that blocks inositol monophosphatase | inhibition (IP1 accumulation), % at 46.1 µM | 120,000 tested, under 10 active | CHO-M1 cells, IP1 accumulation, HTRF TR-FRET ratio | P97697; active = well fitted curve in the direction sought with a large enough effect in the signal ratio, not every such curve was filed as active; inconclusive = small, poorly fitted or top-dose-only effect, or a change in a side signal; inactive = no such curve, though single readings can be large or run the other way; the % refers to the signal ratio;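 also: cells stimulated with carbachol in lithium chloride buffer; plate controls were DMSO basal wells for no effect and reference inhibitor wells for full effect; higher means more IMPase inhibition seen as more IP1 and lower FRET ratio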
Target sequence (P97697 whole entry, looked up): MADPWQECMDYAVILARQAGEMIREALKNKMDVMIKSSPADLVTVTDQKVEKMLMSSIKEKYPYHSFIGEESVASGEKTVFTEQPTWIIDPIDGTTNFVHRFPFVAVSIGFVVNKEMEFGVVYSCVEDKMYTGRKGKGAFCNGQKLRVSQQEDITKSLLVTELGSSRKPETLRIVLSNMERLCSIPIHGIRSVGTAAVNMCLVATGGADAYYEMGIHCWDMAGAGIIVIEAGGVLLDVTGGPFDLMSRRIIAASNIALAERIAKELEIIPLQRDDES
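In this qHTS, compounds (final up to 46 uM) act on CHO-M1 cells that are then activated through the M1 receptor with carbachol, in pH 7.4 buffer containing 50 mM LiCl, for 30 min. IP1 accumulation is quantified by the IP-One immunoassay.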
ALOX12 inhib: 12-hLO (ALOX12) enzyme inhibition; purified 12-hLO, xylenol orange hydroperoxide absorbance; Potency, µM (doses to about 57.1 µM), for the others: at the highest dose activity change, negative = inhibition, hits mostly inhibitors; 0.12% of 150,000 active; AID 1452; also: potency is read from the fitted curve at half-maximal effect; nearly all actives have a fitted effect of over 55% in size; many of its hits are not listed in these tables
Target sequence (P18054 whole entry, looked up): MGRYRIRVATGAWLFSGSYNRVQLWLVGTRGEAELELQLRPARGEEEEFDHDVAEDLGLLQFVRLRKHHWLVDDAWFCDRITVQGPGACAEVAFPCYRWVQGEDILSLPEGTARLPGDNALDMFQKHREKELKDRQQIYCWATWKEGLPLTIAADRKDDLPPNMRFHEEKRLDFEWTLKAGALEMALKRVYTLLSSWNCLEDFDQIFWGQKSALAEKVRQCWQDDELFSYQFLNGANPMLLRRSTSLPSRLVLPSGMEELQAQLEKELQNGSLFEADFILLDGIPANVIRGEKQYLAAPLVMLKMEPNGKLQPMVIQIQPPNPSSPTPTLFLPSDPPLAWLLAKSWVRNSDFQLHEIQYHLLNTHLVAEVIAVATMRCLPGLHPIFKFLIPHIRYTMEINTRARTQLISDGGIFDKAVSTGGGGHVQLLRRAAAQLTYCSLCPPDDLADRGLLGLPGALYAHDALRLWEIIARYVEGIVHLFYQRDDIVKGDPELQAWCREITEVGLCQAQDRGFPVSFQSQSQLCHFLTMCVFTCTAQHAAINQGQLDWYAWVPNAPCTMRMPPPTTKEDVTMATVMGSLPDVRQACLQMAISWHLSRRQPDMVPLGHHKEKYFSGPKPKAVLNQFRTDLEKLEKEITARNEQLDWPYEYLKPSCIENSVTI
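150 nM 12hLO, 25 mM Hepes pH 7.0 + 0.01% Triton X-100; cpd preinc 15 min RT; 40 uM arachidonic acid, 30 min RT; Fe-XO 30 min; A573/A405 ratio as read-out.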
PNC inhibitor: inhibitors of perinucleolar compartment assembly; PC3M PTB-GFP, PNC prevalence imaging, 16 h; hits give low values; activity change (PNC), negative = inhibition, % at 10 µM; 3.1% of 140,000 active;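 active = readout at or below -70, meaning at least 70% loss of cells showing the perinucleolar compartment, a nuclear body marking cancer cells; inconclusive = readout between -30 and a set limit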;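 also: plate controls were DMSO wells for no effect and camptothecin positive control wells for full effect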
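Compounds are pinned in duplicate onto adhered PC3M cells stably expressing GFP-tagged PTB and incubated 16 h at 37 C. Cells are then fixed, nuclei stained with Hoechst, and PNC-positive cells counted.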
15-hLO-2 inh: blocks human 15-lipoxygenase 2 activity | 0.56% of 110,000 active | AID 881 | O15296 | purified 15hLO-2, xylenol orange hydroperoxide absorbance | Potency, µM (highest dose often 57.1 µM), without a hit: at the highest dose activity change, negative = inhibition, hits mostly inhibitors; also: potency is read from the fitted curve at half-maximal effect; nearly all actives have a fitted effect of over 60% in size; many of its hits are not listed in these tables
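Enzyme 50 nM, AA 45 uM, 25 mM Hepes pH 7.5 + 0.01% Triton X-100; cpd preinc 15 min RT, rxn 90 min RT; stop/detect with 200 uM XO + 300 uM Fe(II) in 50 mM H2SO4, 30 min; A573/A405.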
Starred values were filed as active, the others as inactive; ? = inconclusive; . = not tested or not shown; [ ] = another dose, or the depositor's remark. Unless noted, calls follow the shape of the dose curve; as a rule, active = well fitted curve in the direction sought with a large enough effect; inconclusive = small, poorly fitted or top-dose-only effect, or another doubt; inactive = no such curve, though single readings can be large; an effect the other way counts as inactive or inconclusive. Unless noted, % is scaled to controls: 0 for no effect and ±100 for the full control effect.

Start of the data: the first 19 entries, to show the layout:
IMPase cell inh	PNC inhibitor	ALOX12 inhib	15-hLO-2 inh	Molecule
7	-13	-10%	.	O=c1[nH]nc(Cc2ccc(Cl)cc2)c2ccccc12
7	18	-2%	.	Cc1ccccc1-n1c(=O)cc(NCC2CCCO2)[nH]c1=O (stereo not given)
.	-12	0%	.	NC(=O)C1CCN(C(=O)COc2ccc(S(=O)(=O)NCc3ccccc3)cc2Cl)CC1
-3	-2	-3%	2%	Cc1c(OC(=O)CNC(=O)OC(C)(C)C)ccc2c3c(c(=O)oc12)CCC3
6	-12	-2%	22%	O=C(CC1c2ccccc2Oc2ccccc21)N1CCN(c2ccccn2)CC1
.	32	-5%	.	CCCCC(=O)OCc1nc(N)nc(Nc2ccccc2C)n1
-3	38	-3%	-18%	CC1CCc2c(sc(NC(=O)c3ccc(-c4ccccc4[N+](=O)[O-])o3)c2C#N)C1 (stereo not given)
.	26	-18%	.	COc1ccc(C(=O)/C=C/c2ccc(OC3CSC3)cc2)cc1OC
-4	-23	-4%	-1%	O=C(NCC1CCCO1)c1ccccc1-c1nc(-c2ccc(F)cc2)no1 (stereo not given)
1	19	-1%	1%[2.29 µM]	CCOC(=O)c1c(COC(=O)c2ccco2)nc2ccccc2[n+]1[O-]
1[20.6 µM]	.	-5%[25.6 µM]	7%[25.6 µM]	CCC[C@H]1C(=O)N2C(N(C)C)=Nc3ccc(C)cc3N2C1=O
?	-7	-14%	?	O=C1C=C(Nc2ccccc2O)c2ccccc2C1=O
.	?	0%	.	CCOc1ccc2c(c1)c(N=O)c(O)n2C
1	18	-4%	-1%	Cc1nn(S(=O)(=O)c2cccs2)c(C)c1Sc1ccccc1
.	.	-3%[11.4 µM]	-4%[11.4 µM]	COc1ccc([C@H](O)c2ccccn2)cc1
-1	?	2%	3%	O=C(NC1CCCC1)C(c1cccs1)N(Cc1ccco1)C(=O)Cn1nnc(-c2cccs2)n1 (stereo not given)
.	?	0%	.	C/C(=N\NC(=O)CCCOc1ccc(Cl)cc1C)c1ccc(C)o1
1	50	0%	2%	COc1ccc(Cl)cc1NC(=O)Nn1cnnc1
17[0.0738 µM]	-15	2%	.	COc1ccccc1-c1c(C)oc2c(CN3CCN(C)CC3)c(O)ccc2c1=O

The whole of this part (from the top)
IMPase cell inh	PNC inhibitor	ALOX12 inhib	15-hLO-2 inh	Molecule
7	-13	-10%	.	O=c1[nH]nc(Cc2ccc(Cl)cc2)c2ccccc12
7	18	-2%	.	Cc1ccccc1-n1c(=O)cc(NCC2CCCO2)[nH]c1=O (stereo not given)
.	-12	0%	.	NC(=O)C1CCN(C(=O)COc2ccc(S(=O)(=O)NCc3ccccc3)cc2Cl)CC1
-3	-2	-3%	2%	Cc1c(OC(=O)CNC(=O)OC(C)(C)C)ccc2c3c(c(=O)oc12)CCC3
6	-12	-2%	22%	O=C(CC1c2ccccc2Oc2ccccc21)N1CCN(c2ccccn2)CC1
.	32	-5%	.	CCCCC(=O)OCc1nc(N)nc(Nc2ccccc2C)n1
-3	38	-3%	-18%	CC1CCc2c(sc(NC(=O)c3ccc(-c4ccccc4[N+](=O)[O-])o3)c2C#N)C1 (stereo not given)
.	26	-18%	.	COc1ccc(C(=O)/C=C/c2ccc(OC3CSC3)cc2)cc1OC
-4	-23	-4%	-1%	O=C(NCC1CCCO1)c1ccccc1-c1nc(-c2ccc(F)cc2)no1 (stereo not given)
1	19	-1%	1%[2.29 µM]	CCOC(=O)c1c(COC(=O)c2ccco2)nc2ccccc2[n+]1[O-]
1[20.6 µM]	.	-5%[25.6 µM]	7%[25.6 µM]	CCC[C@H]1C(=O)N2C(N(C)C)=Nc3ccc(C)cc3N2C1=O
?	-7	-14%	?	O=C1C=C(Nc2ccccc2O)c2ccccc2C1=O
.	?	0%	.	CCOc1ccc2c(c1)c(N=O)c(O)n2C
1	18	-4%	-1%	Cc1nn(S(=O)(=O)c2cccs2)c(C)c1Sc1ccccc1
.	.	-3%[11.4 µM]	-4%[11.4 µM]	COc1ccc([C@H](O)c2ccccn2)cc1
-1	?	2%	3%	O=C(NC1CCCC1)C(c1cccs1)N(Cc1ccco1)C(=O)Cn1nnc(-c2cccs2)n1 (stereo not given)
.	?	0%	.	C/C(=N\NC(=O)CCCOc1ccc(Cl)cc1C)c1ccc(C)o1
1	50	0%	2%	COc1ccc(Cl)cc1NC(=O)Nn1cnnc1
17[0.0738 µM]	-15	2%	.	COc1ccccc1-c1c(C)oc2c(CN3CCN(C)CC3)c(O)ccc2c1=O
10	-28	2%	11%	COc1cccc(NC(=O)CN2CCN(S(=O)(=O)c3ccc(C(C)C)cc3)CC2)c1
-7	-19	0%	.	O=C(NCC1CCCO1)C1CC1(c1ccccc1)c1ccccc1 (stereo not given)
.	?	-5%	.	CCOc1ccc(/C=N/NC(=O)C(C)Sc2ccccn2)cc1OCC (stereo not given)
2	?	2%	3%	Cc1ccn2c(NC(=O)c3ccccc3)c(-c3cccs3)nc2c1
2	11	-13%	-3%	COc1ccc(Cn2nnnc2C(c2cc(OC)ccc2OC)N2CCC(C(N)=O)CC2)cc1 (stereo not given)
3	14	-5%	-10%	CCOC(=O)c1cnc(SCC(=O)Nc2ccc(NC(C)=O)c(OC)c2)nc1N
5	?	3%	1%	CCOC(=O)C12CNC(=O)C(C(=O)OCC)(CNC1=O)C2
9	-8	-4%	.	Cc1ccc(-c2cc(C(=O)Nc3ccc(S(=O)(=O)Nc4ncccn4)cc3)c3ccccc3n2)cc1
15	-16	-13%	9%	COc1cccc(-c2nc(NC(C)(C)C)c3ccccc3n2)c1O
4	-12	2%	10%	CC(C)OC(=O)C(C)Oc1ccc(C(=O)NCCc2ccccc2)cc1 (stereo not given)
-5	-2	?	-5%	COc1ccc(C(=O)Nc2ccccc2C(=O)N/N=C/c2ccc(O)c(OC)c2)cc1

Three structures out of the list, ordered by molar mass, highest first.
IMPase cell inh	PNC inhibitor	ALOX12 inhib	15-hLO-2 inh	Molecule
4	-12	2%	10%	CC(C)OC(=O)C(C)Oc1ccc(C(=O)NCCc2ccccc2)cc1 (stereo not given)
2	?	2%	3%	Cc1ccn2c(NC(=O)c3ccccc3)c(-c3cccs3)nc2c1
5	?	3%	1%	CCOC(=O)C12CNC(=O)C(C(=O)OCC)(CNC1=O)C2

The list goes on:
IMPase cell inh	PNC inhibitor	ALOX12 inhib	15-hLO-2 inh	Molecule
8	31	2%	.	CC1=NN(c2ccccc2)C(=O)C1C(=O)c1ccccc1 (stereo not given)
9	-9	2%	3%	O=C(O)c1ccc(C2SCC(=O)N2Cc2ccccc2)cc1 (stereo not given)
4	13	5%	-4%	Cc1nn(CC(=O)O)c(C)c1C
0	?	-7%	?	O=C(Nc1ccc(O)cc1)C1CC=CCC1 (stereo not given)
2	30	-4%	3%	Cc1cc(C(=O)N2CCN(c3ncccn3)CC2)cs1
.	54	-21%	.	Cc1sc(NC(=O)c2ccccc2)c(C(c2ccc(Cl)cc2)N2CCN(CCO)CC2)c1C (stereo not given)
2	2	-5%	-4%	COCc1nnc(SCC(=O)Nc2cccc(Cl)c2C)n1-c1ccccc1
-15	1	-1%	-10%	Cc1cccc(C)c1NC(=O)c1cc2c(=O)c3ccccc3oc2nc1C(F)(F)F
.	0	0%	.	CCOC(=O)c1cccc(NC(=O)c2ccc(N(C)C)cc2)c1
-2	22	-3%	-11%	O=C(O)c1cc2cc(OCc3ccccc3)ccc2[nH]1
10	42	-3%	-2%	CC1CCN(c2nc3c(c(=O)n(C)c(=O)n3C)n2Cc2ccccc2)CC1
-12	55	-2%	1%	Cc1onc(-c2c(Cl)cccc2Cl)c1C(=O)NCCCN1CCOCC1
?	?	-10%	-14%	Cc1ccc(C(=O)Nc2ccc(S(=O)(=O)N3CCc4ccccc43)cc2)o1
12	48	1%	0%	C=CCSc1nnc(-c2cc3c(-c4ccccc4)nn(C)c3s2)n1C
2	97	7%	-20%	CCn1cc([N+](=O)[O-])c(C(=O)Nc2ccc3c(c2)OCCO3)n1
-9	-24	0%	.	CN1CCN(c2nc3c(c(=O)[nH]c(=O)n3C)n2CCSc2nc3ccccc3s2)CC1
-8[20.6 µM]	.	-1%[25.6 µM]	3%[25.6 µM]	O[C@@H]1[C@@H]2c3cc4c(cc3CN3CCC(=C[C@@H]1O)[C@H]23)OCO4
.	-8	0%	.	O=C(Nc1ccccc1)c1ccsc1
-9	17	1%	5%	CCCC(=O)Nc1ccc(NC(=O)C2CC2)cn1
-13	41	4%	1%	COc1ccc(OC)c(C2=NO[C@@H]3C(=O)N(c4cc(Cl)ccc4OC)C(=O)[C@H]23)c1
-1	52	-5%	-25%	O=C(Nc1nnc(C2CC2)s1)C1Cc2ccccc2CN1S(=O)(=O)c1cccs1 (stereo not given)
.	11	0%	.	Cc1nn(-c2ccc(F)cc2)c(Cl)c1/C=C/C(=O)OCC(=O)Nc1c(F)c(F)c(F)c(F)c1F
12	40	-11%	-6%	N#CC(c1ccc(Cl)cc1)c1ccc(Cl)nn1 (stereo not given)
.	-113*	-6%	.	CCOc1ccc2nc(SCCNS(=O)(=O)c3ccccc3)sc2c1
4	?	6%	-2%[2.29 µM]	CCOC(=O)C1=C(C)N(C)C(C)=C(C(=O)OCC)C1c1cccnc1
-11	12	-18%	-11%	COc1ccc(C2C=C(c3ccc(Br)cc3)Nc3nc(N4C(=O)CCC4=O)nn32)cc1 (stereo not given)
-5	-22	0%	-3%	COCCNC(=O)C(C)N(c1ccc(Oc2ccccc2)cc1)S(C)(=O)=O (stereo not given)
-6	29	0%	-2%	O=C(Cn1c(=O)oc2ccccc21)Nc1ccc2c(c1)OCCO2
4	19	3%	-5%	O=c1c2ccccc2c2ccccc2c(=O)n1CC1CCCO1 (stereo not given)
1	24	-3%	4%	O=C(CN1CCOCC1)N1CCc2ccccc2C(c2ccccc2)C1 (stereo not given)
-10	-17	0%	0%	COc1ccc(S(=O)(=O)N(CC(=O)N2CCN(C)CC2)c2ccccc2)cc1OC
10	.	-26%	17%	Fc1ccc(C(c2ccc(F)cc2)N2CCN(C/C=C\c3ccccc3)CC2)cc1
1	1	-1%	6%	CCOCCn1c(CN(Cc2ccccc2)Cc2ccccc2)nc2c1c(=O)n(C)c(=O)n2C
15	-2	1%	-1%	Cc1csc2c(=O)n3c(nc12)CCCCC3
-1	16	3%	-10%	CCn1c(SCC(N)=O)nc2sc3c(c2c1=O)CCCC3
-2	-26	-6%	.	CC(C)C1C(C#N)=C(N)Oc2n[nH]c(-c3ccccc3)c21 (stereo not given)
.	17	0%	.	Cc1ccc(CNC(=O)c2nn(C)c(C)c2[N+](=O)[O-])cc1
-4	61	7%	-12%	Cc1c(NC(=O)C2CCN(S(=O)(=O)c3ccc(Cl)cc3)CC2)c(=O)n(-c2ccccc2)n1C
7	?	-7%	2%	COc1ccccc1OCCSc1nnnn1-c1ccc(C)cc1
13	?	6%	-5%	Cc1ccc(P(=O)(CC(=O)O)c2ccc(C)cc2)cc1
.	.	-12%	4%	COC(=O)[C@@]1(Cc2ccc(OC)cc2)[C@H]2c3cc(C(=O)N(C)C)n(Cc4c(CO)[nH]cc(C)c4=O)c3C[C@H]2CN1C(=O)c1ccccc1
-27	33	-4%	-7%	CCCOc1ccc(C2C(C(=O)c3ccc(C)o3)=C(O)C(=O)N2Cc2cccnc2)cc1 (stereo not given)

Not all compounds are listed; the hit share may differ from the screen's.
